Screening results: PubChem, several laboratories
Fam108B inh – blocks mouse Fam108B hydrolase in RBBP9 counter-screen. recombinant Fam108B, FP-Rh probe fluorescence polarization. inhibition, % at 9.51 µM. 300,000 compounds, 0.33% hits;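 active means inhibition above the screen mean inhibition plus 3 SD, computed separately per campaign, cut at about 18% in these data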;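 further: inhibitors lower polarization as less probe binds the enzyme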
GLD-1 TGE inh – GLD-1-TGE RNA interaction inhibition (C. elegans); purified GLD-1 + fluorescein TGE RNA, fluorescence polarization; 320,000 compounds, 0.44% hits; Q17339; inhibition, % at 5.96 µM;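 active means percent inhibition above a per-plate cutoff, the plate mean of test compounds plus 3 SD, cut at about 30% in these data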;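 further: 0% = DMSO wells with GLD-1 and probe and 100% = wells lacking GLD-1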
MEX-5 binding – C. elegans MEX-5 TCR-2 RNA binding activity; 300,000 compounds, 0.38% hits; activity score (negative = inhibition of binding), % at 10 µM; MEX-5/FITC-TCR2 RNA binding, fluorescence polarization; stronger effect = lower value;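 active means inhibition past about -25% in most replicates, and total fluorescence under double the plate's negative control median, limit read from the data; inconclusive means replicates evenly split on the limit, or fluorescence at least double controls; inactive means too little inhibition in most replicates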;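 further: 0% = DMSO and -100% = 5 µM competing unlabeled TCR2 RNA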
PAFAH1B2 FP inh – inhibitors of human PAFAH1B2 | P68402 | recombinant PAFAH1B2, FP-rhodamine activity probe, fluorescence polarization | inhibition, % at 3.39 µM | 340,000 compounds, 1.2% hits | AID 492953;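 active means inhibition above the mean of all tested compounds plus 3 SD, cut at about 24% in these data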;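 further: 0% = enzyme with DMSO and 100% = wells lacking PAFAH1B2; many of its hits are not listed in these tables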
Target sequence (P68402 whole entry, looked up): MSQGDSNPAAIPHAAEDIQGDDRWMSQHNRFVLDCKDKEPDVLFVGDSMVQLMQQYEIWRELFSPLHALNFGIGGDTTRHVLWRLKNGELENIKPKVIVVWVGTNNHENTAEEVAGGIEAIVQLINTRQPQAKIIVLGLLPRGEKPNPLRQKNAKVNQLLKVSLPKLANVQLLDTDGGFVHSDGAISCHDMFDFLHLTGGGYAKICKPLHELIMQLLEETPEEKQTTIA
PME-1 inh – PME-1 (human) inhibition. inhibition, % at 5.9 µM. recombinant PME-1, FP-Rh probe fluorescence polarization. Q9Y570. 320,000 compounds, 0.53% hits;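 active means inhibition above the campaign mean of all compounds plus 3 SD, cut at about 26% in these data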;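 further: competitive labeling of PME-1 active site by serine hydrolase directed probe; 0% = PME-1 with DMSO and 100% = wells lacking PME-1 enzyme; inhibitors block probe labeling so polarization falls and inhibition rises; many of its hits are not listed in these tables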
BCLXL inh – blocks human Bcl-xL binding to Bim BH3 peptide | inhibition, % at 10.9 µM | AID 2129 | 320,000 compounds, 0.7% hits | GST-Bcl-xL / FITC-Bim BH3 peptide fluorescence polarization;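 active means inhibition above the mean of all tested compounds plus 3 SD, cutoff set per campaign, cut at about 30% in these data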;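 further: 0% = DMSO wells and 100% = unlabeled Bim-BH3 peptide competitor; inhibitors lower millipolarization by displacing the labeled peptide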
AHR activator – human AHR activation; P35869; AID 2796; AHR-responsive luciferase reporter cells, luminescence; activation, % at 5 µM; 320,000 compounds, 2.5% hits; in the data active means activation above about 47%;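 further: 0% = vehicle wells and 100% = reference agonist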
pPAFAH FP inh – pPAFAH (human) enzyme inhibition. inhibition, % at 3.39 µM. 330,000 compounds, 1.5% hits. AID 463082. recombinant pPAFAH, FP-rhodamine probe fluorescence polarization;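 active means inhibition above the mean inhibition across the screen plus 3 SD, cut at about 25% in these data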;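 further: inhibitors block binding of the rhodamine activity-based probe so polarization drops; 0% = enzyme with DMSO and 100% = wells lacking pPAFAH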
Target sequence (Q13093 whole entry, looked up): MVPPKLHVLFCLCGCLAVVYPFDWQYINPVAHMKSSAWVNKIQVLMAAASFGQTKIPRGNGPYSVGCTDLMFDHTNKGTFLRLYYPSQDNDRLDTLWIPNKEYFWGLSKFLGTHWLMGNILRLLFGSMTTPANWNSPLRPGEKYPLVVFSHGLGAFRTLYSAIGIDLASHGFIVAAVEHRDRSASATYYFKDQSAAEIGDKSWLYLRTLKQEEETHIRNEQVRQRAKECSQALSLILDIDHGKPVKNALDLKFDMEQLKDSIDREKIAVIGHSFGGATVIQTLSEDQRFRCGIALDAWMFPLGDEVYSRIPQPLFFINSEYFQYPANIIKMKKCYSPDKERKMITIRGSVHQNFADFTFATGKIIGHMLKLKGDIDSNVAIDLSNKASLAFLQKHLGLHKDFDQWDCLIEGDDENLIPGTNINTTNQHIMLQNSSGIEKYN
MCL1-BIM inh – MCL1-BIM-BH3 interaction inhibition (human); Q07820; inhibition, % at 10.9 µM; GST-MCL1 / FITC-Bim-BH3 fluorescence polarization; 320,000 compounds, 0.68% hits;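 active means inhibition above the mean inhibition of all tested compounds plus 3 SD, set per campaign, cut at about 40% in these data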;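 further: 0% = DMSO wells and 100% = unlabeled Bim-BH3 peptide control; higher means more loss of mP so more displacement of Bim peptide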
Target sequence (Q07820 whole entry, looked up): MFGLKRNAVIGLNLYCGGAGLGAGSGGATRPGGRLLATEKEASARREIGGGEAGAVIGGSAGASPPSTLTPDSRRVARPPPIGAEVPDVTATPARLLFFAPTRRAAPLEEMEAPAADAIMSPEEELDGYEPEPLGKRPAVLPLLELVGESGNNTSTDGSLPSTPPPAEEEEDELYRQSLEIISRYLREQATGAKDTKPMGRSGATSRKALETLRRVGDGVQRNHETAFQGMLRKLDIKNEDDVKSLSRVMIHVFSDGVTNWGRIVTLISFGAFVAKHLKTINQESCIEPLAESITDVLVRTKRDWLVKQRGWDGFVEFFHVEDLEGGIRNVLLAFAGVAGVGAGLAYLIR
The depositor's hits bear a star.

`COc1ccccc1/C=C1/SC(=S)N(CCC(=O)Nc2cccnc2)C1=O` gave Fam108B inh -7, GLD-1 TGE inh -6, MEX-5 binding inconclusive, PAFAH1B2 FP inh 3, PME-1 inh 4, BCLXL inh 2, AHR activator 8, pPAFAH FP inh -1 and MCL1-BIM inh -2.
Screening CS(=O)(=O)N1CCC(C(=O)NCc2ccccc2)CC1 returned Fam108B inh -5, GLD-1 TGE inh -4, MEX-5 binding 0.6, PAFAH1B2 FP inh 2, PME-1 inh 2, BCLXL inh 4, AHR activator -2, pPAFAH FP inh 3 and MCL1-BIM inh 2.
For COc1cc(NC(=O)C2CC(c3ccccc3Cl)=NO2)cc(OC)c1OC (stereo not given) the results were Fam108B inh 5, GLD-1 TGE inh 0, MEX-5 binding 1.7, PAFAH1B2 FP inh 3, PME-1 inh -2, BCLXL inh -2, AHR activator 4, pPAFAH FP inh -1 and MCL1-BIM inh -1.
`C[C@H](NC(=O)[C@H](Cc1ccccc1)n1c(=O)[nH]c2ccccc2c1=O)C(=O)N1CCC(C(=O)O)CC1` gave Fam108B inh 2, GLD-1 TGE inh 4, MEX-5 binding -0.7, PAFAH1B2 FP inh -1, PME-1 inh -4, BCLXL inh 0, AHR activator 1, pPAFAH FP inh 3 and MCL1-BIM inh -1.
Screening CCC(C)[C@H](NC(=O)N1CCn2c1nc1ccccc12)C(=O)NCc1ccc(OC)cc1 (stereo not given in full) returned Fam108B inh 5, GLD-1 TGE inh 12, MEX-5 binding 0.9, PAFAH1B2 FP inh 0, PME-1 inh 4, BCLXL inh 3, AHR activator 9, pPAFAH FP inh 3 and MCL1-BIM inh -1.
Screening CS(=O)(=O)CCC(C(=O)Nc1ccc2c(c1)OCO2)N1Cc2ccccc2C1=O (stereo not given) returned Fam108B inh 5, GLD-1 TGE inh -2, MEX-5 binding 1.1, PAFAH1B2 FP inh 0, PME-1 inh 5, BCLXL inh 1, AHR activator 12, pPAFAH FP inh 6 and MCL1-BIM inh 7.
CC(C)(C)OC(=O)C[C@@H]1C/C=C\C[C@H](CC(=O)N(CCO)Cc2ccccc2)C(=O)N[C@@H](c2ccccc2)COC1=O was read as GLD-1 TGE inh 5, PAFAH1B2 FP inh 0, AHR activator 0 and pPAFAH FP inh 0.
For CCOC(=O)C1CCCN(c2nnnn2-c2ccccc2)C1 (stereo not given) the results were Fam108B inh -3, GLD-1 TGE inh 6, MEX-5 binding 2.6, PAFAH1B2 FP inh 6, PME-1 inh -2, BCLXL inh 8, AHR activator 0, pPAFAH FP inh 2 and MCL1-BIM inh 2.
CCn1c(SCC(=O)N/N=C/C=C/c2ccco2)nc2ccccc21 was read as Fam108B inh -1, GLD-1 TGE inh 4, MEX-5 binding -1.9, PAFAH1B2 FP inh 3, PME-1 inh -5, BCLXL inh 7, AHR activator 3, pPAFAH FP inh 15 and MCL1-BIM inh 22.
Screening CCN(CC(=O)Nc1ccc(OC)cc1)C(=O)c1ccc(N2C(=O)CCC2=O)cc1 returned GLD-1 TGE inh 1, PAFAH1B2 FP inh 3, PME-1 inh -1, BCLXL inh 7, AHR activator -1, pPAFAH FP inh 0 and MCL1-BIM inh 1.
Screening CC(=O)c1ccc(C(=O)N2CCC(n3nccc3NC(=O)C3CC3)CC2)cc1 returned Fam108B inh -2, GLD-1 TGE inh -2, MEX-5 binding 1.0, PAFAH1B2 FP inh -3, PME-1 inh 5, BCLXL inh 0, AHR activator -1, pPAFAH FP inh 2 and MCL1-BIM inh 7.
Screening COc1ccc(F)c(CN2CCC(N3CCC(C(=O)N4CCOCC4)CC3)CC2)c1 returned Fam108B inh -1, GLD-1 TGE inh 1, MEX-5 binding -1.2, PAFAH1B2 FP inh 0, PME-1 inh -9, BCLXL inh 2, AHR activator 2, pPAFAH FP inh -5 and MCL1-BIM inh -1.
`CC(C)(C)C(=O)N1N=C(c2cccc(NS(C)(=O)=O)c2)CC1c1cccs1` (stereo not given) gave Fam108B inh 3, GLD-1 TGE inh 4, MEX-5 binding 0.5, PAFAH1B2 FP inh 2, PME-1 inh -4, BCLXL inh 2, AHR activator 5, pPAFAH FP inh 0 and MCL1-BIM inh 6.
Cc1ccc(-c2c(C(=O)N/N=C/c3ccsc3)nnn2-c2nonc2N)cc1 was read as Fam108B inh -1, GLD-1 TGE inh 6, MEX-5 binding -2.8, PAFAH1B2 FP inh 1, PME-1 inh -4, BCLXL inh 2, AHR activator 6, pPAFAH FP inh 7 and MCL1-BIM inh 7.
`CCN(CC)S(=O)(=O)c1cccc(NC(=O)/C=C/c2cccc([N+](=O)[O-])c2)c1` gave Fam108B inh -10, GLD-1 TGE inh 4, MEX-5 binding -0.3, PAFAH1B2 FP inh -9, PME-1 inh -12, BCLXL inh -1, AHR activator 2, pPAFAH FP inh 3 and MCL1-BIM inh -1.
For Cc1ccnc(NS(=O)(=O)c2ccc(NC(=O)c3ccccc3F)cc2)n1 the results were Fam108B inh 0, GLD-1 TGE inh -3, MEX-5 binding 0.4, PAFAH1B2 FP inh 1, PME-1 inh 2, BCLXL inh -6, AHR activator 58*, pPAFAH FP inh -2 and MCL1-BIM inh 0.
For O=C(NNS(=O)(=O)c1ccc(F)cc1)C1CCCCC1 the results were Fam108B inh 0, GLD-1 TGE inh 3, MEX-5 binding -0.1, PAFAH1B2 FP inh 7, PME-1 inh 1, BCLXL inh -1, AHR activator -1, pPAFAH FP inh 6 and MCL1-BIM inh 7.
For CN(CCC#N)C(=O)COC(=O)[C@H](Cc1ccccc1)N1C(=O)c2ccccc2C1=O the results were Fam108B inh 5, GLD-1 TGE inh 5, MEX-5 binding 2.5, PAFAH1B2 FP inh 4, PME-1 inh -8, BCLXL inh -2, AHR activator 54*, pPAFAH FP inh 6 and MCL1-BIM inh -13.
COc1ccc(C(=O)NC(C)c2nccs2)cc1OC1CCN(C(C)C)CC1 (stereo not given) was read as Fam108B inh 4, GLD-1 TGE inh 6, MEX-5 binding -1.8, PAFAH1B2 FP inh -3, PME-1 inh -3, BCLXL inh 3, AHR activator 2, pPAFAH FP inh 3 and MCL1-BIM inh 7.
Cc1cc(C)c(S(=O)(=O)NCC(CCC(=O)O)C(F)(F)F)c(C)c1 (stereo not given) was read as Fam108B inh -4, GLD-1 TGE inh -2, MEX-5 binding 2.4, PAFAH1B2 FP inh 4, PME-1 inh -2, BCLXL inh 1, AHR activator 0, pPAFAH FP inh 0 and MCL1-BIM inh 0.
Cc1ccc(NC(=O)c2ccc(C)c(NC3=NC4CS(=O)(=O)CC4S3)c2)cc1C (stereo not given) was read as Fam108B inh -2, GLD-1 TGE inh -10, MEX-5 binding -4.2, PAFAH1B2 FP inh 6, PME-1 inh -1, BCLXL inh -5, AHR activator 19, pPAFAH FP inh 3 and MCL1-BIM inh 5.
C=CCOc1ccc(/C(O)=C2/C(=O)C(=O)N(CCCn3ccnc3)C2c2cccs2)cc1 (stereo not given) was read as Fam108B inh 1, GLD-1 TGE inh -6, MEX-5 binding 2.7, PAFAH1B2 FP inh 2, PME-1 inh 2, BCLXL inh 0, AHR activator 0, pPAFAH FP inh 3 and MCL1-BIM inh -4.
Nc1ccc(S(=O)(=O)NCC(=O)OCCOc2ccccc2)cc1[N+](=O)[O-] was read as Fam108B inh 0, GLD-1 TGE inh 2, MEX-5 binding 1.9, PAFAH1B2 FP inh 0, PME-1 inh 4, BCLXL inh 4, AHR activator -1, pPAFAH FP inh 9 and MCL1-BIM inh -3.
`Cc1[nH]c2ccccc2c1/C=N/NC(=O)c1cccc([N+](=O)[O-])c1` gave Fam108B inh 11, GLD-1 TGE inh 5, MEX-5 binding 0.5, PME-1 inh 7, BCLXL inh 0, AHR activator 48*, pPAFAH FP inh 6 and MCL1-BIM inh -3.
For CC1CCN(S(=O)(=O)c2ccc(C(=O)N(C)C3CCS(=O)(=O)C3)cc2)CC1 (stereo not given) the results were Fam108B inh 0, GLD-1 TGE inh 2, MEX-5 binding -2.9, PAFAH1B2 FP inh 13, PME-1 inh 0, BCLXL inh 7, AHR activator -1, pPAFAH FP inh -7 and MCL1-BIM inh 7.
CC(C(=O)OCC(=O)Nc1ncc(Cl)cc1Cl)N1C(=O)c2ccccc2C1=O (stereo not given) was read as Fam108B inh 2, GLD-1 TGE inh 10, PAFAH1B2 FP inh 1, PME-1 inh 0, BCLXL inh 13, AHR activator 4, pPAFAH FP inh -1 and MCL1-BIM inh 19.
Screening COc1ccc(N2CCN(CC(=O)NCc3ccccc3)CC2)cc1 returned Fam108B inh 1, GLD-1 TGE inh 1, MEX-5 binding -1.0, PAFAH1B2 FP inh 7, PME-1 inh 0, BCLXL inh 4, AHR activator 3, pPAFAH FP inh 4 and MCL1-BIM inh 1.
COc1cc2c(cc1OC)C1(Nc3c-2c(-c2ccccc2)nn3-c2ccccc2)C(=O)Nc2ccccc21 (stereo not given) was read as Fam108B inh 6, GLD-1 TGE inh -5, MEX-5 binding 2.3, PAFAH1B2 FP inh -7, PME-1 inh 3, BCLXL inh -2, AHR activator -2, pPAFAH FP inh 2 and MCL1-BIM inh -2.
`Cc1ccc(C2(C(F)(F)F)N=C3Sc4cc(C)cc(C)c4N3C(=O)N2)cc1` (stereo not given) gave Fam108B inh -1, GLD-1 TGE inh 4, MEX-5 binding 0.0, PAFAH1B2 FP inh 8, PME-1 inh 2, BCLXL inh 2, AHR activator 71*, pPAFAH FP inh 2 and MCL1-BIM inh 3.
C/C(=N\NC(=O)c1cc2ccccc2cc1O)c1ccc(C)o1 was read as Fam108B inh 8, GLD-1 TGE inh 0, MEX-5 binding -2.5, PAFAH1B2 FP inh 10, PME-1 inh -9, BCLXL inh -1, AHR activator 15, pPAFAH FP inh 41* and MCL1-BIM inh 5.
CCCOc1ccc(C2/C(=C(/O)c3ccc(F)cc3)C(=O)C(=O)N2CCCN(C)C)cc1 (stereo not given) was read as Fam108B inh -1, GLD-1 TGE inh -9, MEX-5 binding 0.3, PAFAH1B2 FP inh 4, PME-1 inh -7, BCLXL inh 3, AHR activator 3, pPAFAH FP inh -2 and MCL1-BIM inh 6.
For CC(=O)N1c2ccc(S(=O)(=O)NCCC(=O)NCc3ccc(F)cc3)cc2CC1C (stereo not given) the results were Fam108B inh -3, GLD-1 TGE inh -1, MEX-5 binding 1.5, PAFAH1B2 FP inh -2, PME-1 inh -4, BCLXL inh -1, AHR activator 2, pPAFAH FP inh 8 and MCL1-BIM inh 2.
CCCN(CCC)CCNC(=O)CN1C(=O)COc2ccc(S(=O)(=O)N3CCOCC3)cc21 was read as Fam108B inh -3, GLD-1 TGE inh 0, MEX-5 binding 0.7, PAFAH1B2 FP inh -7, PME-1 inh -9, BCLXL inh 0, AHR activator -2, pPAFAH FP inh 1 and MCL1-BIM inh 0.
`Cc1onc(-c2ccccc2Cl)c1C(=O)NNC(=O)c1cccc(F)c1` gave Fam108B inh -5, GLD-1 TGE inh 5, MEX-5 binding 1.4, PAFAH1B2 FP inh 4, PME-1 inh -10, BCLXL inh 5, AHR activator -1, pPAFAH FP inh 6 and MCL1-BIM inh 4.

A portion of the library, so the mix of outcomes need not match the whole.
